Menin-MLL TR inh = qHTS Assay for Inhibitors Targeting the Menin-MLL Interaction in MLL Related Leukemias: Competition With Texas Red Labeled MLL-derived Mutant Peptide; O00255; Menin + Texas Red MLL mutant peptide, fluorescence polarization; Potency, µM (top dose mostly 61.6 µM), for inactives: top-dose FP activity change, negative = inhibition, actives largely listed as inhibitors; actives 0.23% (n = 270,000); active = well fitted inhibition curve with a large enough effect in the polarisation, with a control signal flat, not every such curve was filed as active; inconclusive = small, poorly fitted or top-dose-only effect, or effect the other way, or a change in a side signal; inactive = no such curve, though single readings can be large or run the other way; the % refers to the polarisation; also: potency is read from the fitted curve at half-maximal effect; % of control where 0% means no effect; many of its hits are not listed in these tables
ELG1 repair inh = qHTS screen for small molecules that inhibit ELG1-dependent DNA repair in human embryonic kidney (HEK293T) cells expressing luciferase-tagged ELG1; HEK293T ELG1-luciferase reporter, luminescence, 16 h; DNA damage induced by 5-fluorouridine; Potency, µM (series often up to 46.1 µM), inactives show at the highest dose activity change, negative = inhibition, usual class: inhibitors; actives 2.3% (n = 330,000); also: potency is read from the fitted curve at half-maximal effect; % is scaled to controls: 0 for no effect and ±100 for the full control effect; nearly all actives have a fitted effect of over 55% in size
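Cells (2,000 per well) received 5-fluorouridine plus test compound or DMSO and were incubated 16 hr at 37 °C, 5% CO2. Luciferase activity was read by luminescence 30 min after ONE-Glo addition; signal suppression marked inhibition of damage-induced ELG1 function.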
MBNL1 CUG block = qHTS Assay for Inhibitors of MBNL1-poly(CUG) RNA binding; Potency, µM (top dose mostly 57.5 µM), for inactives: at the top dose activity change, negative = inhibition, most hits filed as inhibitors; TR-FRET MBNL1-His/biotin-(CUG)12 binding, 665/545 ratio; Muscleblind-like protein 1 (Homo sapiens), Q9NR56; actives 0.036% (n = 280,000); active = well fitted inhibition curve with a large enough effect in the signal ratio, with a control signal flat, not every such curve was filed as active; inconclusive = small, poorly fitted or top-dose-only effect, or effect the other way, or a change in a side signal; inactive = no such curve, though single readings can be large or run the other way; the % refers to the signal ratio; also: potency is read from the fitted curve at half-maximal effect; % is scaled to controls: 0 for no effect and ±100 for the full control effect
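TR-FRET between His-tagged MBNL1 and biotin-(CUG)12 RNA, detected with Tb anti-His antibody (0.055 ng/ul) and streptavidin-XL665 (5 nM), 60 min at room temperature. Compounds titrated 92 nM to 58 uM; 665/545 nm ratio normalized to buffer and complex controls.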
RORg inh = qHTS for inhibitors of ROR gamma transcriptional activity; Nuclear receptor ROR-gamma (Mus musculus), P51450; Drosophila S2 Gal4-RORgamma UAS-luciferase reporter, 20 h; Potency, µM (titrated, usually from 53.6 µM), inactives show at the top dose activity change, negative = inhibition, usual class: inhibitors; actives 5.4% (n = 310,000); also: potency is read from the fitted curve at half-maximal effect; % is scaled to controls: 0 for no effect and ±100 for the full control effect; nearly all actives have a fitted effect of over 60% in size
Target sequence (P51450 whole entry, looked up, the tested form may be a part): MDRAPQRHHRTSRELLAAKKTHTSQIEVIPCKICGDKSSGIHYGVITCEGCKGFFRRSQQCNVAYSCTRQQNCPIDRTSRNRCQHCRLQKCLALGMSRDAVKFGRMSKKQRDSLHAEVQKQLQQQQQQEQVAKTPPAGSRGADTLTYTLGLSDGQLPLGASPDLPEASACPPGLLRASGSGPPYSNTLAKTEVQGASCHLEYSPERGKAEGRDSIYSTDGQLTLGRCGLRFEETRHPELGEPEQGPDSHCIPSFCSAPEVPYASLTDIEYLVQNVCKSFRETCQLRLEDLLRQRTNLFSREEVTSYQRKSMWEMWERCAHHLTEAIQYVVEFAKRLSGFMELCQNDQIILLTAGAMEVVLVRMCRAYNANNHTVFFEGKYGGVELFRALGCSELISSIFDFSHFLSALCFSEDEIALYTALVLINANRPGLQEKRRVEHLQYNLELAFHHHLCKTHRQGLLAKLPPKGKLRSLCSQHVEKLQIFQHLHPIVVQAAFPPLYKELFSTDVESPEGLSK
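Luciferase reporter read in Schneider cells carrying Gal4-RORγ (mouse) and UAS-Photinus luciferase; cells given compound 1 h before 700 uM copper sulfate induction, then incubated 20 h at ambient temperature.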
KCNH2 3.1 inh = qHTS for Inhibitors of KCHN2 3.1: Mutant qHTS | Potassium voltage-gated channel subfamily H member 2, brain isoform KCNH2 3.1 (human) | U2OS KCNH2 3.1, thallium flux FluxOr; stronger effect = lower value | activity change, % (tested at about 1.8 µM) | actives 0.95% (n = 340,000);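 active = maximum activity change below -70%; inconclusive = maximum activity change from -70% to -50%; inactive = maximum activity change above -50%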;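 also: thallium influx rate constant from kinetic fluorescence after stimulation buffer; % is scaled to controls: 0 for no effect and ±100 for the full control effect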
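Steps: virus added to U2OS suspension (4 h, RT, dark); medium with 10% FBS added, cells plated, 37 C overnight; FluxOr/Red40 loading buffer 45 min RT; stimulation buffer, 2 min kinetic read; rate constant normalized.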
Rab9 promoter act = qHTS Assay for Rab9 Promoter Activators; Huh7 Rab9 promoter-luciferase reporter, luminescence, 24 h; Potency, µM (highest dose often 9.22 µM), inactives show top-dose activation, negative = inhibition, hits mostly activators; actives 2.8% (n = 320,000); also: potency is read from the fitted curve at half-maximal effect; % of control where 0% means no effect; nearly all actives have a fitted effect of over 60% in size
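Cells were plated at 1500 per well in reduced-serum medium with 10% FBS and left 2 h. Compound in DMSO was then added for 24 h at 37 °C. Reporter signal was read by luminescence after 10 min with luciferase detection reagent.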
Mito fusion yeast = qHTS Assay for Small Molecule Inhibitors of Mitochondrial Division or Activators of Mitochondrial Fusion. S. cerevisiae fusion-defective mutant growth rescue, CellTiterGlo 48 h. Potency, µM (series often up to 46.1 µM), for the others: at the top dose growth rescue (activation), most hits filed as activators. actives 0.23% (n = 320,000). AID 485298, 2010;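 also: potency is read from the fitted curve at half-maximal effect; % of control where 0% means no effect; nearly all actives have a fitted effect of over 45% in size; temperature-sensitive fusion mutants such as fzo1-1 at 37 °C on non-fermentable ethanol glycerol medium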
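Compounds are tested for their ability to restore growth of mitochondrial fusion-defective yeast strains at non-permissive 37C in YPEG medium over 48 hours. Viability is quantified by luciferase luminescence.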
PKM2 act = qHTS Assay for Activators of Human Muscle isoform 2 Pyruvate Kinase; actives 0.34% (n = 260,000); Potency, µM (series often up to 57.5 µM), for the others: top-dose activation, usual class: activators; AID 1631, 2009; purified PKM2, Kinase-Glo ATP luminescence, activation; response scale: 0% is enzyme alone, no compound; also: potency is read from the fitted curve at half-maximal effect; % is scaled to controls: 0 for no effect and ±100 for the full control effect; nearly all actives have a fitted effect of over 55% in size
Target sequence (P14618 whole entry, looked up, canonical isoform): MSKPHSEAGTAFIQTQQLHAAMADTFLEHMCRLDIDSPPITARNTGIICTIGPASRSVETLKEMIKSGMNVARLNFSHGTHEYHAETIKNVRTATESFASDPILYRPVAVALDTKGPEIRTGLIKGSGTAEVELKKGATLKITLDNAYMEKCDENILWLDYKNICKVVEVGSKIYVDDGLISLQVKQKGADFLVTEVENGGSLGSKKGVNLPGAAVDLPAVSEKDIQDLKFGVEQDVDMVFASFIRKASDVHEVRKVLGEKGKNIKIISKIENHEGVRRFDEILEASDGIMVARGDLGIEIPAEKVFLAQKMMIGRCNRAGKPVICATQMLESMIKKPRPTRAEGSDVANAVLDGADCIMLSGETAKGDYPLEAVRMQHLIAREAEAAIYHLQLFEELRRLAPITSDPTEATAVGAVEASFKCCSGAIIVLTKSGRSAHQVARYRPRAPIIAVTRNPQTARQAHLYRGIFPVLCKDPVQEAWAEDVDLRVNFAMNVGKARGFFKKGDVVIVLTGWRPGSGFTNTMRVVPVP
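Purified hPK-M2 (>95%) run at intermediate activity with 0.1 mM ADP and 0.5 mM PEP in 50 mM imidazole pH 7.2, KCl, MgCl2; 1 h room temperature. ATP formed read by Kinase-Glo luminescence; normalized to uninhibited and no-enzyme controls.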
NPC1 prom act = qHTS Assay for NPC1 Promoter Activators | Huh7 NPC1 promoter luciferase reporter, 24 h | Potency, µM (highest dose often 9.22 µM), inactives show at the top dose activation, usual class: activators | actives 2.4% (n = 320,000);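 also: potency is read from the fitted curve at half-maximal effect; % of control where 0% means no effect; nearly all actives have a fitted effect of over 60% in size; reporter is driven by a mutant NPC1 promoter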
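Cells: Huh7 expressing luciferase under the NPC1 promoter, 1500/well. Seeded 2 h, compound added, incubated 24 h at 37 °C. Luciferase reagent, 10 min ambient, then luminescence.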
VP16 counter = VP16 counterscreen qHTS for inhibitors of ROR gamma transcriptional activity; Drosophila S2 Gal4-VP16 UAS-luciferase, luminescence, 20 h; Potency, µM (series often up to 53.6 µM), inactives show at the top dose activity, negative = inhibition, hits mostly inhibitors; actives 3.5% (n = 310,000); AID 2546, 2010;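 also: Gal4-VP16 expression switched on by copper sulfate through the metallothionein promoter; potency is read from the fitted curve at half-maximal effect; % is scaled to controls: 0 for no effect and ±100 for the full control effect; nearly all actives have a fitted effect of over 50% in size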
FLuc modulator = qHTS profiling assay for firefly luciferase inhibitor/activator using purifed enzyme and Km concentrations of substrates (counterscreen for miR-21 project). Luciferin 4-monooxygenase (Photinus pyralis), P08659. purified FLuc, Km substrates, luminescence inhibition. Potency, µM (top dose mostly 57.5 µM), inactives show top-dose activity change, negative = inhibition, actives largely listed as inhibitors. actives 6.9% (n = 360,000);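 also: potency is read from the fitted curve at half-maximal effect; plate controls were vehicle for no effect and reference inhibitor for full effect; nearly all actives have a fitted effect of over 55% in size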
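Biochemical qHTS of compounds, final roughly 60 µM downward over six points, against 10 nM purified firefly luciferase using Km concentrations of substrates (10 uM D-luciferin, 10 uM ATP) in Tris acetate pH 7.5 buffer; luminescence output.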
* marks the source's active call; other numbers are inactive results; ? = inconclusive; / = no result given; [ ] = dose if it differs, or a comment. Unless noted, calls follow the shape of the dose curve; as a rule, active = well fitted curve in the direction sought with a large enough effect; inconclusive = small, poorly fitted or top-dose-only effect, or another doubt; inactive = no such curve, though single readings can be large; an effect the other way counts as inactive or inconclusive. Some of the compounds tested; count on the stated rates, not on these rows.

SMILES	Menin-MLL TR inh	ELG1 repair inh	MBNL1 CUG block	RORg inh	KCNH2 3.1 inh	Rab9 promoter act	Mito fusion yeast	PKM2 act	NPC1 prom act	VP16 counter	FLuc modulator
O=C(Cn1cnc2c(nnn2-c2cccc(Cl)c2)c1=O)N1CCOCC1	?	0%	-10%	-6%	20	-7%	15%	-13%	2%	4%	-8%
Cc1cccc(C(=O)Nc2ccc(C(=O)Nc3ccc(O)cc3)cc2)c1	36%[activator]	8%	5%	-25%	/	9%	1%	-4%	1%	-25%	-4%
CCSc1ccccc1-c1nc(-c2ccncc2)no1	-13%	-9%	18%	-10%	-6	29%	-5%	-1%[11.5 µM]	?	5%	?
COc1ccc(NC(=O)CSc2n[nH]c(=O)n2C2CC2)cc1OC	/	21%	/	/	-1	-3%	3%	/	-2%	/	/
CN1CCN(C(=O)c2ccc(S(=O)(=O)Nc3ccccc3)cc2)CC1	/	3%	/	/	25	-1%	-1%	/	-5%	/	3%
Cc1ccc(C(CNC(=O)C(=O)Nc2ccc3c(c2)OCCO3)N2CCN(C)CC2)cc1 (stereo not given)	/	1%	/	/	-17	2%	-12%	/	-4%	/	2%
COc1ccc(S(=O)(=O)N(C)c2ccc(C(=O)N3CCC(C(N)=O)CC3)cc2)cc1OC	-2%	3%	-4%	0%	-14	-1%	1%	3%	-1%	1%	0%
CCOc1ccc(S(=O)(=O)NCCC(=O)OCC(=O)c2ccc(NC(C)=O)cc2)cc1	/	7%	/	/	-5	-5%	-3%	/	-1%	/	1%
C=C(C(=O)c1ccccc1)C(CC(=O)c1ccccc1)c1ccccc1 (stereo not given)	5%	13µM*	-2%	?	6	-21%	-23%	0%	-13%	-91%	-1%
CCOC(=O)N1CCC(NC(=O)CS(=O)Cc2nc(-c3ccc(OC)c(OC)c3)oc2C)CC1 (stereo not given)	?	-21%	-1%	20%	2	0%	-3%	-2%	-2%	-7%	0%
O=C(NCc1ccco1)c1cnn2c(C(F)F)cc(-c3ccccc3)nc12	?	?	1%	-19%	1	-1%	6%	-12%	-3%	5%	-1%
CCCCCC(=O)Nc1ccc(N2CCN(C(=O)c3ccccc3)CC2)cc1	0%	-10%	-3%	-35%	2	-6%	1%	-12%	7%	8%	2%
COc1ccc(S(=O)(=O)NC2CCc3ccccc32)cc1OC (stereo not given)	8%	-1%	4%	28%	-7	-3%	5%	/	8%	-1%	-1%
Cc1cc(C)cc(OCC(O)CN2CCN(Cc3ccc4c(c3)OCO4)CC2)c1 (stereo not given)	?	?	-21%	24%	-37	-9%	2%	-3%	-2%	-6%	-5%
COc1ccc(C(NC(=O)c2cccnc2)c2cc(Cl)c3cccnc3c2O)cc1OC (stereo not given)	?	?	10%	2µM*	0	-17%	1%	2%	-27%	4µM*	2%
Cn1c(=O)oc2cc(S(=O)(=O)NCCC(=O)N3CCN(c4ccccc4)CC3)ccc21	/	0%	-7%	-7%	2	-1%	5%	/	-1%	2%	1%
O=C(O)c1ccccc1C(=O)N1CCN(c2ccccc2)CC1	-1%	5%	3%	13%	-8	0%	3%	18%	4%	6%	-2%
CCC1=NN2C(=N)/C(=C\c3ccc(OCCOc4ccc(NC(C)=O)cc4)cc3)C(=O)N=C2S1	-5%	1%	-1%	-7%	-3	-6%	5%	/	8%	6%	-2%
CCN(C(=O)COC(=O)c1cc(-c2ccc(C)o2)nc2ccccc12)C1CCS(=O)(=O)C1 (stereo not given)	27%	-1%	/	?	-24	13%	13%	26%	2%	-2%	19µM*
COc1cccc2c1nc(C)c1cc(C)oc12	6%	?	-6%	-77%	-9	27%	-6%	-4%	20%	-16%	21µM*
Oc1ccc(-c2c(-c3ccsc3)sc3ccccc23)cc1	?	-11%	14%	15%	19	-4%	-13%	2%	1%	-18%	0%
COc1cc([N+](=O)[O-])ccc1NC(=O)CSc1n[nH]c(C(C)C)n1	15%	?	?	42%	1	-2%	3%	21%	-2%	-10%	0%
COc1ccc(C(=O)Nc2oc(-c3ccccc3)c(-c3ccccc3)c2C#N)cc1	?	?	3%	20%	-70*	3%	1%	-3%	-5%	-9%	1%
Cc1ccc(S(=O)(=O)N2[C@@H](c3ccccc3)C(C(=O)O)=CC[C@H]2c2cccc(C)c2)cc1	/	21%	/	/	-2	-2%	1%	/	-3%	/	4%
COC(=O)CSCC(=O)Nc1cc2c(cc1C(C)=O)OCO2	1%	10%	?	12%	9	-2%	0%	-3%	-4%	8%	3%

3 records picked at random from those above:
SMILES	Menin-MLL TR inh	ELG1 repair inh	MBNL1 CUG block	RORg inh	KCNH2 3.1 inh	Rab9 promoter act	Mito fusion yeast	PKM2 act	NPC1 prom act	VP16 counter	FLuc modulator
CCSc1ccccc1-c1nc(-c2ccncc2)no1	-13%	-9%	18%	-10%	-6	29%	-5%	-1%[11.5 µM]	?	5%	?
CCOC(=O)N1CCC(NC(=O)CS(=O)Cc2nc(-c3ccc(OC)c(OC)c3)oc2C)CC1 (stereo not given)	?	-21%	-1%	20%	2	0%	-3%	-2%	-2%	-7%	0%
Cn1c(=O)oc2cc(S(=O)(=O)NCCC(=O)N3CCN(c4ccccc4)CC3)ccc21	/	0%	-7%	-7%	2	-1%	5%	/	-1%	2%	1%

Other compounds.
SMILES	Menin-MLL TR inh	ELG1 repair inh	MBNL1 CUG block	RORg inh	KCNH2 3.1 inh	Rab9 promoter act	Mito fusion yeast	PKM2 act	NPC1 prom act	VP16 counter	FLuc modulator
c1ccc(-c2cnnn2-c2ccccc2)cc1	-7%	13%	6%	0%	8	-1%	-2%	0%	2%	2%	6%
O=C(Nc1ccccc1)Nc1ccc(Cl)c(S(=O)(=O)N2CCOCC2)c1	?	?	-7%	?	-9	-8%	5%	-3%	-9%	-18%	?
CC(C)N(Cc1nc(-c2ccccc2)no1)C(=O)c1ccc(Cl)cc1	3%	-12%	5%	?	15	-5%	3%	-16%	1%	-1%	2%
O=C(CN(Cc1ccccc1)S(=O)(=O)c1ccc(F)cc1)NCc1cccnc1	-5%	-20%	-7%	3%	14	-1%	-3%	1%	1%	-2%	2%
Cc1cc(C)nc(SCc2csc(N)n2)n1	-7%	?	-15%	?	-7	6%	7%	9%	0%	9%	3%
NS(=O)(=O)c1ccc(CCNC(=O)CNC(=O)c2ccc(Br)o2)cc1	/	15%	/	/	5	-2%	5%	/	2%	/	-1%
Cc1cc(C)c(S(=O)(=O)NCc2ccccn2)c(C)c1	12%	-2%	-4%	?	47	2%	-1%	-2%	-1%	-19%	-1%
COc1cccc(CC(NC(C)=O)C(=O)NC2CCN(c3c4c(nc5ncnn35)CCC4)CC2)c1OC (stereo not given)	4%	-12%	2%	11%	/	4%	6%	-1%	-5%	1%	-3%
Cc1ccccc1CSc1nc2n(n1)C(c1cccs1)C1=C(CCCC1=O)N2 (stereo not given)	7%	-28%	5%	6%	-49	10%	5%	-4%	2%	2%	-10%
O=C(CCCCCN1C(=O)c2ccccc2C1=O)Nc1ccc(F)cc1	-16%	-37%	12%	?	-1	-1%	5%	8%	-4%	-5%	2%
NC(=O)C1=C[C@@H](c2csc3ccccc23)C[C@@H](OCc2ccc(CO)cc2)O1	/	-23%	9%	-1%	0	-1%	-13%	0%	-3%	3%	-16%
CCc1c(O)c(-c2ccccc2)c(=O)n(-c2ccccn2)c1-c1ccccc1	/	2%	/	19%	7	0%	2%	18%	-1%	-4%	2%
